# Bioassay records from PubChem BioAssay.
# SKKanGAS inh = SKKanGAS growth inhibition | inhibition, % at 7.5 µM | 300,000 compounds, 1.3% hits | S. pyogenes SKKanGAS, kanamycin growth, BacTiter-Glo, 6 h;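 active means mean replicate score, as percent of positive control median, at least 50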;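 further: strain carries kanamycin resistance gene driven by streptokinase promoter and grows in 40 µg/ml kanamycin; loss of luminescence reflects streptokinase promoter inhibition or plain growth inhibition; 0% = median of DMSO wells and 100% = positive control at its reference dose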
# MrgX1 allo act = allosterically activates human MrgX1 receptor signaling. Q96LB2. MrgX1-HEK293, Fluo-4 calcium flux, FDSS; hits give high values. B-score at 10 µM. 310,000 compounds, 0.63% hits. AID 588675;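 active means plate-corrected calcium response at least 3 library SD above typical, normal starting fluorescence, not activating the receptor alone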;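 further: compound read alongside a low EC10 to EC30 dose of BAM8-22 agonist; peak minus trough fluorescence over baseline measured at the second addition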
# HIF act = HIF pathway transcriptional activation | AID 1910 | 300,000 compounds, 0.32% hits | activation, % at 7.5 µM (by protocol) | U2OS HRE-luciferase reporter, luminescence; normalized: DMSO 0%, desferrioxamine 100%;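 active means mean activation of at least 10% of the iron chelator positive control signal, with at least half of replicates also reaching 10%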
# Platelet DG rel = platelet dense granule release activity | 300,000 compounds, 0.22% hits | inhibition, %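 (compounds screened at 7.5 µM in platelet-rich plasma)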 | human platelet-rich plasma, SFLLRN dense granule ATP release, luminescence;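 active means mean replicate score, as percent of positive control, at or above 50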
# TRPC6 inh = mouse TRPC6 channel inhibition | HEK293-TRPC6, membrane potential dye, ACh-evoked depolarization; hits give low values | B-score at 10 µM | AID 2553 | 310,000 compounds, 1.1% hits;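 active means B-score under library mean minus 3 SD, initial fluorescence not abnormally high, positive integrated signal ratio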;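 further: B-score derived from integrated fluorescence ratio over the kinetic read; more negative B-score means stronger inhibition of depolarization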
# Target sequence (Q61143 whole entry, looked up): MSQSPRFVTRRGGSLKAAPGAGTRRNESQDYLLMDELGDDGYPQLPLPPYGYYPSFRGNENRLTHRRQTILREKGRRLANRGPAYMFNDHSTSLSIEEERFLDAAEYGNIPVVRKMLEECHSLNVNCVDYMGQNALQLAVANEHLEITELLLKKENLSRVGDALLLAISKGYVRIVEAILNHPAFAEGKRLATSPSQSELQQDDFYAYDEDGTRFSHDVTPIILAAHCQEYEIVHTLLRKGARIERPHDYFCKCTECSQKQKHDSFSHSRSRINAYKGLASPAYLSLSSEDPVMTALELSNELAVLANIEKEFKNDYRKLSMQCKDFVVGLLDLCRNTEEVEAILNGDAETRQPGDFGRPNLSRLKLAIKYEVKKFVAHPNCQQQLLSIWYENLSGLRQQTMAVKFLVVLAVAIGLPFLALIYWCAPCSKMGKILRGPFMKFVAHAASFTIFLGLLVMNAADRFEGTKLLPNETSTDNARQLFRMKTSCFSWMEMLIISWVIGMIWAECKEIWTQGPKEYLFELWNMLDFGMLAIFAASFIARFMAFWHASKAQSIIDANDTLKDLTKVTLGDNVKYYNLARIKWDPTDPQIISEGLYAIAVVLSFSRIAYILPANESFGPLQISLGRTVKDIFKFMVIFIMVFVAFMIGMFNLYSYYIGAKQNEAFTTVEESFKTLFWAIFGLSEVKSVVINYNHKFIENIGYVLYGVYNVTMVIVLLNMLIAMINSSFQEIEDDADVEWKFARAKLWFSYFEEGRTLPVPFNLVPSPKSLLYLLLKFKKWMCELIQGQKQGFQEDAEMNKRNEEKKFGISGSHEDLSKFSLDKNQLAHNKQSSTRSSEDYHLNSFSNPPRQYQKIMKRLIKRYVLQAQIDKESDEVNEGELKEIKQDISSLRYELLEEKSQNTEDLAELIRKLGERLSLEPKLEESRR
# RGS4 act = potentiators or activators of RGS4; HEK293 M3R/inducible RGS4, carbachol calcium flux Fluo4; hits give low values; B-score at 10 µM; 310,000 compounds, 0.92% hits;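 active means B-score of the integrated calcium signal more than 4 SD below the library mean, with starting fluorescence not abnormally high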;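 further: negative B-score means reduced calcium response which marks RGS4 activation or potentiation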
#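 System – HEK293 FlpIn-TREx cells, stable M3R, doxycycline-inducible RGS4 · Reagent – ECmax carbachol challenge · Times – compound preincubation 20 min at room temperature before agonist · Technique – Fluo4 fluorescence kinetic imaging of calcium · Measure – B score of integrated Fluo4 ratio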
# TRPC6 act = activates the mouse TRPC6 cation channel; AID 2550; B-score at 10 µM; Q61143; HEK293-TRPC6 membrane potential dye fluorescence; hits give high values; 310,000 compounds, 0.13% hits;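 active means B-score of the integrated fluorescence ratio above library mean plus 3 SD, and starting fluorescence ratio within library mean plus 5 SD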;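 further: higher score means more depolarization so channel activation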
# MrgX1 agonist = agonists of human MrgX1 receptor. Q96LB2. MrgX1-HEK293 cells, Fluo-4 calcium fluorescence, agonist mode; hits give high values. B-score at 10 µM. 310,000 compounds, 0.44% hits;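 active means calcium response B-score plate-corrected fluorescence ratio at least 3 library SD, with starting fluorescence B-score inside 5 SD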
#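 Assay system: stable human MrgX1 HEK293 cell line. Quantity: 15,000 cells per well. Schedule: cells plated overnight, dye loaded 0.5 h 37 °C, 0.5 h room temperature. Detection: Fluo-4 NW calcium-flux fluorescence, kinetic read. Read-out basis: peak-minus-minimum fluorescence over baseline, converted to B scores. Control set: positive and negative control wells on each plate.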
# MrgX1 antag = blocks BAM8-22 activation of human MrgX1 receptor; Q96LB2; MRGX1-HEK293 calcium flux, Fluo-4, BAM8-22 antagonism; hits give low values; B-score at 10 µM; 310,000 compounds, 1.3% hits; AID 588676;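 active means calcium-response B-score plate-corrected more than 3 library SD below zero, starting fluorescence within 5 deviations, no agonist response on first addition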;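 further: peak minus trough fluorescence over baseline after final BAM8-22 challenge near maximal dose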
# RGS4 block = human RGS4 inhibition; B-score at 10 µM; 310,000 compounds, 0.45% hits; HEK293 M3R/RGS4 inducible, Fluo-4 calcium flux; hits give high values; triggered by carbachol at its EC20; AID 463165;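 active means B-score, a plate-corrected calcium signal, over three deviations above library mean, with baseline fluorescence within five deviations of library mean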;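 further: RGS4 expression induced by doxycycline in cells with stable M3 receptor; B-score is computed from the integrated fluorescence ratio over baseline after carbachol; higher B-score means a larger calcium signal and so more RGS4 inhibition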
# Target sequence (P49798 whole entry, looked up): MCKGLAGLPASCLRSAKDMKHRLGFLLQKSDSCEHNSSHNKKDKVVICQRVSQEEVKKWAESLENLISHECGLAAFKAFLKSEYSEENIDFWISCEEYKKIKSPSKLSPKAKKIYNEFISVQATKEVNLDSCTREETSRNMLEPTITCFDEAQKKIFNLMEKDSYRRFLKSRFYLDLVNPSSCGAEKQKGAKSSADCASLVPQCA
# TRPC4 block = inhibitors of mouse TRPC4 channel | HEK293 TRPC4beta/mu-opioid, DAMGO-evoked Fluo4 calcium flux; hits give low values | B-score at 10 µM | 300,000 compounds, 0.39% hits | AID 2247;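 active means B-score over 3 SD under the library average, no early fluorescence shift, positive overall ratio signal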
#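 Test system – stable TRPC4beta/mu-opioid receptor HEK293 cells · Probe or stimulus – DAMGO, a submaximal dose followed by a maximal one · Dosing – one concentration per compound · Signal – Fluo4 calcium fluorescence by kinetic imaging, 5 s 1 Hz baseline · Evaluation – per-well B score of integrated baseline-normalized Fluo4 ratio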
# The depositor's hits bear a star; i = inactive; . = not tested or not shown.
SMILES,SKKanGAS inh,MrgX1 allo act,HIF act,Platelet DG rel,TRPC6 inh,RGS4 act,TRPC6 act,MrgX1 agonist,MrgX1 antag,RGS4 block,TRPC4 block
CC(C)c1ccc(OCC(=O)N(Cc2ccco2)C2CCS(=O)(=O)C2)cc1 (centres undefined),-1,i,-0.3,-4,i,i,i,i,i,i,i
O=C(CCC1CCCCC1)Nc1c2c(nn1-c1ccc(F)cc1)CS(=O)(=O)C2,-2,i,-0.4,0,i,i,i,i,i,i,i
CCOc1ccc(/C=N/NC(=O)CCC(=O)Nc2ccc(F)cc2)cc1,5,i,1.1,-4,i,i,i,i,i,i,i
CC(NC(=O)CN1CCN(Cc2cccc(F)c2)CC1)c1ccccc1 (centres undefined),5,i,0.0,1,i,i,i,i,i,i,i
CCOc1ccc(OCCn2c(=S)[nH]c3ccccc32)cc1,6,i,-1.2,8,i,i,i,i,i,i,i
COc1ccc(C(=O)NNC2=CC(=O)CC(C)(C)C2)cc1OC,8,i,-1.0,-2,i,i,i,i,i,i,i
S=C(Nc1ccc(Br)cc1)N1CCn2cccc2C1c1cccnc1 (centres undefined),9,.,-0.3,-4,i,i,i,.,.,i,i
CC(=O)c1cccc(S(=O)(=O)NC2CCCCCC2)c1,4,i,0.1,-2,i,i,i,i,i,i,i
C/C=C/c1ccc(OCC(=O)OCc2csc(CC(=O)Nc3ccccc3C)n2)c(OC)c1,1,i,-0.5,11,i,i,i,i,i,i,i
N#Cc1nc(COc2ccccc2)oc1N1CCCCCC1,-1,i,0.3,21,i,i,i,i,i,i,i
COc1cccc(NC(=O)C(C)Oc2ccccc2)c1 (centres undefined),-9,i,0.0,-11,i,i,i,i,i,i,i
O=S(=O)(Cc1ccc(Cl)cc1)N1CCN(Cc2ccc3c(c2)OCO3)CC1,8,i,-0.3,3,i,i,i,i,i,i,i
CCCc1cc(=O)oc2c3c(c(Cl)cc12)OCN(CCCO)C3,3,i,-6.7,1,i,i,i,i,i,i,i
c1ccc(CSc2cc3ccccc3[nH]2)cc1,-3,i,3.4,6,i,i,i,i,i,i,i
Cc1nc2sc3c(NCc4ccco4)ncnc3c2c2c1COC(C)(C)C2,5,i,0.8,43,i,i,i,i,i,i,i
CN(c1ccc(C(=O)NCCSCc2c(F)cccc2Cl)cc1)S(C)(=O)=O,6,i,-0.3,-2,i,i,i,i,i,i,i
O=C(NCCc1ccccc1)C1CCCN(S(=O)(=O)c2cccc3nonc23)C1 (centres undefined),-7,i,0.1,2,i,i,i,i,i,i,i
Cc1nc2cc(NS(=O)(=O)c3cccc(F)c3)ccc2s1,4,i,.,-20,i,i,i,i,i,i,i
c1ccc(-c2cnc(CSc3ncnc4sccc34)o2)cc1,17,i,1.0,8,i,i,i,i,i,i,i
Nc1n[nH]c(-c2cccc([N+](=O)[O-])c2)n1,-9,i,0.5,-10,i,i,i,i,i,i,i
Cc1ccsc1/C=C1\CCc2ccccc2C1=O,39,i,-3.5,64*,i,i,i,i,i,i,i
FC(F)(F)c1ccccc1NC(=S)N1CCc2ccccc2C1,-8,i,-0.1,0,i,i,i,i,i,i,i
COc1ccc(C(=O)CSc2nnc(Cc3ccccc3)o2)cc1,-9,i,-0.1,14,i,i,i,i,i,i,i
O=S(=O)(NCc1cccnc1)c1cccs1,0,i,-0.3,-3,i,i,i,i,i,i,i
CCOC(=O)c1c(C)[nH]c(N=Nc2ccccc2C)c1C,14,i,3.0,7,i,i,i,i,i,i,i
# (continued)
SMILES,SKKanGAS inh,MrgX1 allo act,HIF act,Platelet DG rel,TRPC6 inh,RGS4 act,TRPC6 act,MrgX1 agonist,MrgX1 antag,RGS4 block,TRPC4 block
O=C(Oc1ccc(Cl)c2cccnc12)c1ccco1,87*,i,-0.3,-1,i,i,i,i,i,i,i
CCNC(=O)COC(=O)c1ccc(NS(=O)(=O)c2ccc3c(c2)OCCO3)cc1,3,i,-0.4,5,i,i,i,i,i,i,i
OCC#CCSc1nnc(-c2ccncc2)o1,12,i,0.3,-3,i,i,i,i,i,i,i
O=C(O)c1ccc(NC(CSCc2ccccc2F)C(=O)O)c([N+](=O)[O-])c1 (centres undefined),1,i,-0.2,-5,i,i,i,i,i,i,i
CCOC(=O)Cc1csc(NC(=O)COc2ccc(OC)cc2)n1,-8,i,-0.2,3,i,i,i,i,i,i,i
Cc1oc(-c2ccc(Cl)cc2)nc1CSCC(=O)NCCCN1CCOCC1,-11,i,0.2,-1,i,i,i,i,i,i,i
COC(=O)c1c(NC(=O)CSc2nnc(Cn3nnc4ccccc43)n2C)sc(C)c1C,-8,i,-0.5,-13,i,i,i,i,i,i,i
COc1ccc(C2CCCN2C(=O)Nc2ccc(Cl)cc2)cc1OC (centres undefined),-2,i,1.1,-10,i,i,i,i,i,i,i
CCOc1ncccc1C(=O)OCCN1C(=O)c2ccccc2C1=O,1,i,-0.1,.,i,i,i,i,i,i,i
O=C(CN1C(=O)c2ccccc2S1(=O)=O)NC1CCCCCC1,-1,i,.,3,i,i,i,i,i,i,i
CC1CCCN(C2(O)C(=O)Nc3ccc(Br)cc32)C1 (centres undefined),2,i,0.1,4,i,i,i,i,i,i,i
COc1ccccc1NC(=O)CNC(=O)Cn1cnc2sc(C)c(C)c2c1=O,0,i,-0.4,6,i,i,i,i,i,i,i
O=c1c2ccccc2[nH]c(=S)n1Cc1ccc2c(c1)OCO2,-4,i,0.2,-2,i,i,i,i,i,i,i
O=S(=O)(NCC(c1ccco1)N1CCN(c2ccccc2F)CC1)c1ccc(F)cc1 (centres undefined),3,i,-0.4,8,i,i,i,i,i,i,i
CC(=O)c1ccc(OCCn2cnc3ccccc32)cc1,-6,i,0.6,6,i,i,i,i,i,i,i
CC(NC1CCCC1)c1ccccc1 (centres undefined),5,i,1.3,5,i,i,i,i,i,i,i
CC(C)c1ccc(S(=O)(=O)N2CCN(C(=O)CN3C(=O)NC(C)(c4ccccc4)C3=O)CC2)cc1 (centres undefined),-1,i,-0.1,-3,i,i,i,i,i,i,i
Cc1cccc(C)c1NC(=O)N1C2CCCC1CC(NC(=O)C(C)(C)C)C2 (centres undefined),-2,i,0.0,0,i,i,i,i,i,i,i
COCCCNC(=S)N(CCN(C)C)Cc1cc2cc3c(cc2[nH]c1=O)OCCO3,4,i,1.1,8,i,i,i,i,i,i,i
Cc1cccc(-c2noc(CCCC(=O)Nc3ccc(C(N)=O)cc3)n2)c1,2,i,-0.4,11,i,i,i,i,i,i,i
CCN1CCN(CC(=O)Nc2ccc(Cl)c(Cl)c2)C(=O)C1=O,-2,7.7*,-0.2,-14,i,i,i,i,i,i,i
COc1ccc(/C=N/NC(=O)CN(c2ccc(OC)cc2)S(=O)(=O)c2ccccc2)cc1,7,i,0.4,3,i,i,i,i,i,i,i
C=CCN1C(=O)NC2(CCCCC2)C1=O,6,i,0.3,20,i,i,i,i,i,i,i
O=C(NN1C(=O)C2C3c4ccccc4C(c4ccccc43)C2C1=O)C1CC1 (centres undefined),-15,i,-0.4,3,i,i,i,i,i,i,i
Cc1ccccc1C(=O)Nc1cccc(C#N)c1,-6,i,0.7,2,i,i,i,i,i,i,i

# Three entries from above, arranged by their value in Platelet DG rel, rising.
molecule	Platelet DG rel
OCC#CCSc1nnc(-c2ccncc2)o1	-3
CC(=O)c1ccc(OCCn2cnc3ccccc32)cc1	6
CCOC(=O)c1c(C)[nH]c(N=Nc2ccccc2C)c1C	7

# Grouped by structure: those above with a nitro group on carbon.
SMILES,SKKanGAS inh,MrgX1 allo act,HIF act,Platelet DG rel,TRPC6 inh,RGS4 act,TRPC6 act,MrgX1 agonist,MrgX1 antag,RGS4 block,TRPC4 block
Nc1n[nH]c(-c2cccc([N+](=O)[O-])c2)n1,-9,i,0.5,-10,i,i,i,i,i,i,i
O=C(O)c1ccc(NC(CSCc2ccccc2F)C(=O)O)c([N+](=O)[O-])c1 (centres undefined),1,i,-0.2,-5,i,i,i,i,i,i,i

# Next records follow.
SMILES,SKKanGAS inh,MrgX1 allo act,HIF act,Platelet DG rel,TRPC6 inh,RGS4 act,TRPC6 act,MrgX1 agonist,MrgX1 antag,RGS4 block,TRPC4 block
O=C(c1ccc(Cl)c(Cl)c1)N1CCC(=O)N(C(COCc2ccccc2)Cc2ccccc2)CC1 (centres undefined),18,i,-1.3,-3,i,i,i,i,i,i,i
Cc1nc(NC(=O)c2cncc(Br)c2)ccc1Br,5,i,1.0,-4,i,i,i,i,i,i,i
O=S(=O)(Nc1ccc(S(=O)(=O)Nc2nccs2)cc1)c1ccc2c(c1)OCCO2,5,i,0.1,9,i,i,i,i,i,i,i
Cc1[nH]n(-c2ccccc2)c(=O)c1/C=N/N1CCOCC1,0,i,0.1,2,i,i,i,i,i,i,i
COC(=O)c1cccc(C(=O)N2CCC(CCC(=O)NCc3ccc(F)cc3)CC2)c1,2,i,2.0,-3,i,i,i,i,i,i,i
CCCn1c2ccc(/C(C)=N\O)cc2c2cc(/C(C)=N/O)ccc21,1,i,0.5,-2,i,i,i,i,i,i,i
Cc1nn(CC(=O)N2CC(=O)Nc3ccccc32)c(C)c1[N+](=O)[O-],-1,i,-0.1,-1,i,i,i,i,i,i,i
Cc1ccc(-c2cc(N)n(-c3ccccc3)n2)cc1,2,i,1.4,11,i,i,i,i,i,i,i
O=C(Nc1cccc([N+](=O)[O-])c1)c1cc(S(=O)(=O)Nc2ccccn2)ccc1Cl,4,i,-0.4,2,i,i,i,i,i,i,i
Cc1ccc(C)c(NC(=O)CSc2ccc(-c3cccs3)nn2)c1,-1,i,-0.2,2,i,i,i,i,i,i,i
CC(C)(C)C(=O)Nc1ccc2c(c1)OCCOCCOc1cc(NC(=O)C(C)(C)C)ccc1OCCOCCO2,-5,i,0.2,-6,i,i,i,i,i,i,i
CC(=O)Oc1c(C)cc(Cl)cc1C(=O)Nc1ccc([N+](=O)[O-])cc1Cl,.,i,3.8,8,i,i,i,i,-5*,i,i
CCCCOc1ccc(CSC(=N)N)cc1[N+](=O)[O-],-4,i,0.6,-1,-6.9*,-7.1*,i,43*,i,i,i
OC1(C#Cc2c(-c3ccsc3)oc3ccc(N4CCOCC4)cc23)CCCCC1,50*,i,-0.6,2,i,i,i,i,i,i,i
